Source: PubChem (Sanford-Burnham Center for Chemical Genomics)
HKDC1 inhibitor = blocks human hexokinase HKDC1 activity. Q2TB90. recombinant HKDC1, G6PDH/diaphorase resazurin coupled fluorescence. inhibition, % at 20 µM. 340,000 tested, 0.16% active;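 active = inhibition above about 35% when tested at 20 µM, limit read from the data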;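 also: plate controls were DMSO wells with enzyme for no effect and DMSO wells lacking enzyme for full effect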
Target sequence (Q2TB90 whole entry, looked up): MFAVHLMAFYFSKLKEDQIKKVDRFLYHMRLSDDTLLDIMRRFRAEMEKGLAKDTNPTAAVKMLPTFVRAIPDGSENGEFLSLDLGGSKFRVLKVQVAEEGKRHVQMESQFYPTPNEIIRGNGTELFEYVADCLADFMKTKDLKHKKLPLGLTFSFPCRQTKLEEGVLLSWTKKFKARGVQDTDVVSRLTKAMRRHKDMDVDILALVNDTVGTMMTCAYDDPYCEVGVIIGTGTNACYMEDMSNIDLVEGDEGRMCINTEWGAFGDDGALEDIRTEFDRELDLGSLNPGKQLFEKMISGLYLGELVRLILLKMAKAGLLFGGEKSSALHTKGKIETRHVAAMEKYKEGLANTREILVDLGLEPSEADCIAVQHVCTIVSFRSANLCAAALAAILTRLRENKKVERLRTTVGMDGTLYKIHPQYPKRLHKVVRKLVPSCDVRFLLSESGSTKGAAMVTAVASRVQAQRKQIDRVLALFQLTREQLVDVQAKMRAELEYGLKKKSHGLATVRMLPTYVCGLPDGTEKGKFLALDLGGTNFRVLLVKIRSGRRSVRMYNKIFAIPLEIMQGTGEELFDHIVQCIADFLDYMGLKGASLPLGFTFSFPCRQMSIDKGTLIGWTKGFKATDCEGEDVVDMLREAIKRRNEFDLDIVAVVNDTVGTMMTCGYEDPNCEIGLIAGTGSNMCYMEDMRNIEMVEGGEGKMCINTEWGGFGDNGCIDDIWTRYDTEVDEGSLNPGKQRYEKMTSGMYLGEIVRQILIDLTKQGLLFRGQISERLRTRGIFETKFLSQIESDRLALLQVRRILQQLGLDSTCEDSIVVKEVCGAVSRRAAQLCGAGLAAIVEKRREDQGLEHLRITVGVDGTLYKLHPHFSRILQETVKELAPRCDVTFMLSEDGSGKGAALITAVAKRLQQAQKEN
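Assay system – recombinant HKDC1 (HK5) hexokinase enzyme, produced in-house · Input – HKDC1 at 5 µg/mL · Reagent – glucose plus 1 mM ATP as hexokinase substrates · Timing – 90 min reaction incubation at room temperature, dark · Measured by – G6PDH/diaphorase-coupled fluorescence, 1 mM NADP, 100 µM resazurin, 525/613 nm · Benchmarks – DMSO-enzyme wells negative, buffer-substituted wells positive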
SENP7 inh = blocks the human protease SENP7; Q9BQF6; recombinant SENP7, Z-RLRGG-aminoluciferin luminescence, 40 min; inhibition, % at 5 µM; 330,000 tested, 1.5% active;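 active = inhibition above about 50% at the single test dose, limit read from the data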;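 also: plate controls were DMSO with enzyme for no effect and no enzyme buffer wells for full effect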
697 NFkB inh = inhibitors of the PMA/ionomycin-induced NF-kB reporter in 697 B cells | 697 B-cell NF-kB luciferase reporter, 16 h | inhibition, % at 4 µM | 330,000 tested, 0.33% active | AID 435022; in the data active = inhibition above about 35%
Gli-Sufu block = antagonists of Gli-Sufu signaling; inhibition, % at 5 µM; 340,000 tested, 0.74% active; AID 588413; Sufu-KO-LIGHT fibroblasts, Gli luciferase reporter luminescence;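 active = inhibition above about 55%, limit read from the data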;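 also: 0% = DMSO-treated cells and 100% = wells with medium but no cells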
UBC13 polyUb = human UBC13 polyubiquitination inhibition. P61088. UBC13 polyubiquitin chain formation, TR-FRET. inhibition, % at 20 µM. 330,000 tested, 0.47% active. AID 485273; in the data active = inhibition above about 45%, passing the limit was not always enough
Target sequence (P61088 whole entry, looked up): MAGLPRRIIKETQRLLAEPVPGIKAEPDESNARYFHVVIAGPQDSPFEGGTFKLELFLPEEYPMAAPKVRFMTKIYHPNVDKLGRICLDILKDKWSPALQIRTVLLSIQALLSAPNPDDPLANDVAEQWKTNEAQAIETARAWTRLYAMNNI
SENP8 inh = blocks the human protease SENP8; Q96LD8; purified SENP8, Z-RLRGG-aminoluciferin cleavage, luminescence; inhibition, % at 10 µM; 330,000 tested, 1.2% active; AID 2540
Apaf1 inhib = blocks human Apaf-1 apoptosome activity; reconstituted apoptosome caspase-3 activity, DEVD-Rh110 fluorescence; inhibition, % at 20 µM; 330,000 tested, 0.71% active; AID 489030; active = inhibition of at least 40% at 20 µM;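 also: plate controls were DMSO wells for no effect and DEVD-CHO caspase inhibitor wells for full effect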
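Material: biochemical Apaf-1 apoptosome reconstitution. Medium: Hepes buffer, pH 7.5. Also added: cytochrome c activation, bis-DEVD rhodamine 110 substrate. Timing: 30 min compound preincubation, 50 min activation, room temperature. Measured by: rhodamine 110 fluorescence at Ex 480/Em 540 nm.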
Jurkat NFkB inh = inhibitors of the PMA/ionomycin-induced NF-kB reporter in Jurkat cells; PMA/ionomycin-induced NF-kB luciferase reporter, luminescence; inhibition, % at 4 µM; 330,000 tested, 0.53% active; AID 435003
* = called active by the depositor; / = not tested or not shown; & = joins results of further samples; ! = a repeat was not active. Rule as the data show it, unless noted: active = inhibition above about 50%; inactive = the rest. These rows are one share of the data, so the mix of outcomes need not match the whole.

SMILES	HKDC1 inhibitor	SENP7 inh	697 NFkB inh	Gli-Sufu block	UBC13 polyUb	SENP8 inh	Apaf1 inhib	Jurkat NFkB inh
CCC(=NCCc1c[nH]c2ccccc12)c1c(O)n(C)c(=O)n(C)c1=O	-6	-10	5	33	18	-5	-10	27
O=C(COC(=O)Cc1ccccc1)Nc1cc(S(=O)(=O)N2CCCCC2)ccc1Cl	-2	13	-15	-15	-4	-5	-1	2
NCCc1nc2ccccc2s1	-9	0	11	6	1	-4	-2	-6
O=NN1CCCCC1	-4	5	21	11	6	9	27	-8
Cc1[nH]c2ccc(OC(F)(F)F)cc2c1CCNCc1cccc([N+](=O)[O-])c1	0	5	-8	5	21	-5	12	20
N[C@@H]1CC[C@@]2(O)[C@H]3Cc4ccc(O)c5c4[C@@]2(CCN3CC2CC2)C1O5 (some centres not stated)	-6	-4	22	16	11	6	3	-4
Oc1ccc2ccccc2c1CN1CC=C(c2ccccc2)CC1	8	-5	-22	0	-3	-9	22	-11
COC(=O)C1=C(c2ccc(C(C)=O)cc2)C[C@@H]2CC[C@H]1N2C(=O)N1CCCC1	-3	7	8	-2	6	-5	-8	10
COc1cc(/C=C/[N+](=O)[O-])ccc1O	15	-4	-2	17	-51	4	-6	4
NCCc1c[nH]c2ccc(OCc3ccccc3)cc12	0	-4	12	-14	12	4	9	-3
CNC(=S)N(C)CCc1cc2c(c(OC)c1/C=C1/C(=O)NC(=O)N(C)C1=O)OCO2	7	-2	10	-2	-7	0	-12	14
CCN(CC)c1nc2c(C)cccn2c(=O)c1C=C1C(=O)NC(=O)NC1=O	-2	-3	26	26	-13	3	4	19
CCC(=NCc1cc(OC)cc(OC)c1)c1c(O)n(C2CCCCC2)c(=O)[nH]c1=O	6	6	-13	8	7	5	7	9
CCOc1cc(C)cc2oc(=O)c3c(c12)CCCC3	1	3	6	-12	11	-1	6	3
O=C/C=C/c1ccccc1	3	-9	3	3	7	2	-1	-1
N=Cc1c(O)n(-c2ccc(C34CC5CC(CC(C5)C3)C4)cc2)c(=O)[nH]c1=O	13	-4	-3	10	-9	-13	4	6
COc1ccc(N/N=C/c2c(O)n(-c3cccc(C)c3)c(=O)[nH]c2=O)cc1	12	-1	25	3	-3	-3	4	16
C[C@]12CCC3C(CC[C@H]4C[C@H](N)CC[C@]34C)C1CC[C@H]2O (some centres not stated)	0	-9	18	/	-3	-8	4	0
O=C(O)Cc1cnc[nH]1	-4	3	10	-14	12	5	-10	6
CCCN(CCC)C(=O)Cc1c(-c2ccc(Cl)cc2)nc2c(Cl)cc(Cl)cn12	1	8	-21	4	-2	3	4	8

In the list so far, 2 have a nitro group on carbon:
SMILES	HKDC1 inhibitor	SENP7 inh	697 NFkB inh	Gli-Sufu block	UBC13 polyUb	SENP8 inh	Apaf1 inhib	Jurkat NFkB inh
Cc1[nH]c2ccc(OC(F)(F)F)cc2c1CCNCc1cccc([N+](=O)[O-])c1	0	5	-8	5	21	-5	12	20
COc1cc(/C=C/[N+](=O)[O-])ccc1O	15	-4	-2	17	-51	4	-6	4

Next part.
SMILES	HKDC1 inhibitor	SENP7 inh	697 NFkB inh	Gli-Sufu block	UBC13 polyUb	SENP8 inh	Apaf1 inhib	Jurkat NFkB inh
O=C(CCC(=O)N1C[C@H]2C[C@@H](C1)c1cccc(=O)n1C2)NCc1ccccc1C(F)(F)F	-4	6	16	-5	-5	-5	-7	5
CC12CN3CC(C)(CN(C1)C3c1cccs1)C2O (configuration not stated)	-3	-1	-8	-20	-8	-9	-8	1
CS(=O)(=O)NNP(=O)(NNS(C)(=O)=O)NC(=O)c1ccccc1	-4	4	-18	4	-11	10	-6	-22
CCn1c(O)c(N=Nc2cccc(S(=O)(=O)N3CCOCC3)c2)c(=O)n(CC)c1=S	-4	9	6	1	-62	-6	-2	-1
C=CCn1c(O)c(C(CC)=Nc2cccc(C(=O)O)c2)c(=O)[nH]c1=O	3	11	7	-1	-6	4	-18	-4
Cn1nccc1C(=O)N1CCC2(CC1)OCCO2	-4	1	5	0	10	2	-8	10
N#Cc1ccc(Cn2cc(C(=O)c3ccco3)c3ccccc32)cc1	6	2	4	7	23	-12	22	11
N[C@@H](Cc1ccc(N(CCCl)CCCl)cc1)C(=O)O	-2	-8	-24	11	-50	-8	12	-12
Cn1c(O)c(C(=O)c2ccccc2F)c(=O)n(C)c1=O	-1	4	8	1	11	2	-10	15
CCOP(=O)(OCC)C(NS(=O)(=O)c1ccccc1)C(Cl)(Cl)Cl (configuration not stated)	-5	2	3	-2	-4	-1	-3	4
Cc1ccc(-c2nc3ccccc3c(=O)n2-c2nccs2)cc1	-11	50	-9	1	-4	-4	-2	1
CCCNS(=O)(=O)c1ccc(OCC(=O)N2CCN(Cc3ccccc3)CC2)cc1	-3	2	-3	2	3	-4	1	2
COc1cccc(N2C(=O)NC(=O)C3(Cc4cc(C)ccc4N(C)C3)C2=O)c1 (configuration not stated)	2	12	5	-5	-11	-12	2	4
COC(=O)C1=C(c2ccc(F)cc2OCc2ccccc2)C[C@@H]2CC[C@H]1N2C(=O)N1CCC(O)(c2ccc(Cl)cc2)CC1	2	2	-1	12	-6	1	29	-5
CN1CC(C(=O)c2cccc(C(F)(F)F)c2)C(c2ccc(Cl)cc2)C1 (configuration not stated)	-4	4	0	10	16	-7	12	-23
COc1ccc(CN2C(=O)NC(=O)/C(=C/c3ccc(OC)c(OC)c3OC)C2=O)cc1	7	7	-15	23	-8	0	6	-5
C=CCn1c(O)c(C(CC)=NCc2ccco2)c(=O)[nH]c1=O	-3	2	11	5	4	2	-21	6
Cc1cc(Cl)ccc1OC(C)C(=O)O (configuration not stated)	-6	-2	-6	-3	6	0	2	-13
OCC#CC[N+]1(CC#Cc2ccccc2)CCCC1	0	2	14	0	18	-3	6	4
Cc1cc(=O)oc2c(C)c(OCC(=O)N3C[C@H]4C[C@@H](C3)c3cccc(=O)n3C4)ccc12	-3	-1	9	2	4	3	-9	-4

Sorted by molecular weight (high to low): part of the list above.
SMILES	HKDC1 inhibitor	SENP7 inh	697 NFkB inh	Gli-Sufu block	UBC13 polyUb	SENP8 inh	Apaf1 inhib	Jurkat NFkB inh
CCCNS(=O)(=O)c1ccc(OCC(=O)N2CCN(Cc3ccccc3)CC2)cc1	-3	2	-3	2	3	-4	1	2
Cc1cc(=O)oc2c(C)c(OCC(=O)N3C[C@H]4C[C@@H](C3)c3cccc(=O)n3C4)ccc12	-3	-1	9	2	4	3	-9	-4
OCC#CC[N+]1(CC#Cc2ccccc2)CCCC1	0	2	14	0	18	-3	6	4

(next part)
SMILES	HKDC1 inhibitor	SENP7 inh	697 NFkB inh	Gli-Sufu block	UBC13 polyUb	SENP8 inh	Apaf1 inhib	Jurkat NFkB inh
O=Cc1cn(Cc2ccc([N+](=O)[O-])cc2)c2ccccc12	-3	4	23	-2	20	-8	1	7
COc1ccc(CCn2c(O)c(C=NCCCO)c(=O)[nH]c2=O)cc1OC	1	4	1	-71	0	-3	8	-6
Cc1cc(C=C2C(=O)NC(=S)NC2=O)c(C)n1-c1ccc2c(c1)OCO2	13	2	-8	-3	-39	-11	7	9
CC(C)(C)c1o[nH]c(=O)c1CC(N)C(=O)O (configuration not stated)	-8	-2	-9	-17	3	4	-6	-9
Cc1ccc(Oc2cc(NN3CCCCC3)c([N+](=O)[O-])cc2[N+](=O)[O-])c([N+](=O)[O-])c1	6	3	14	4	-20	9	8	8
O=C(N/N=C/c1c(O)n(Cc2ccccc2)c(=O)[nH]c1=O)c1ccccc1	-13	-6	17	-8	-21	-6	0	14
COc1ccc(CCNCc2ccccc2)cc1	-6	-10	-5	9	-3	3	8	-22
C[C@H](NC(=O)CCC(=O)N1C[C@H]2C[C@H](C1)c1cccc(=O)n1C2)c1ccccc1	-3	2	14	8	-4	-3	-2	1
CCC1(CCCC(=O)c2ccc(F)cc2)C(=O)NC(=S)NC1=O	-6	4	-9	-6	1	-5	5	-2
C[C@]12CC[C@H](O)CC1=CC[C@@H]1[C@@H]2CC[C@@]2(C)[C@H]1CC[C@]2(C)O	/	13	-2	/	10	-1	4	-15
O=c1[nH]c(O)c(N=Nc2cccc(S(=O)(=O)N3CCOCC3)c2)c(=O)[nH]1	-11	-15	10	8	-11	-2	-11	8
Cc1cc(C)c(N=Cc2c(O)[nH]c(=O)[nH]c2=O)c(C)c1	-2	-1	6	-6	-2	3	1	-5
O=C1C2CCN(CC2)C1Cc1ccc(OCCOc2ccccc2)cc1 (configuration not stated)	1	4	-6	20	6	5	2	-16
OCCNc1c2c(nc3ccccc13)CCCC2	-3	-1	-3	3	-8	-9	-2	-1
COCCN1Cc2cc(=O)n3c([nH]c4ccccc43)c2C1=N	2	3	-12	/	11	3	-20	-11
C[C@H]1CC[C@@H]2[C@@H](C)[C@H]3[C@H](C[C@H]4[C@@H]5CC=C6C[C@@H](O[C@@H]7O[C@H](CO)[C@H](O)[C@H](O[C@@H]8O[C@H](CO)[C@@H](O)[C@H](O)[C@H]8O)[C@H]7O[C@@H]7O[C@@H](C)[C@H](O)[C@@H](O)[C@H]7O)CC[C@]6(C)[C@H]5CC[C@]34C)N2C1	4	4	-4	-9	0	0	-1	-2
Cc1ccc(C2(O)CN3CCC2CC3)cc1 (configuration not stated)	2	-8	-3	-5	-10	-9	12	-9
Cc1cccc(N2CCc3c2nc2ccccc2c3N)c1	-1&6	8&1	16&-10	-21&-3	62*!	-5&-2	7&16	-7&-25
O=C1NC(=O)C(CCc2ccncc2)(c2ccccc2)C(=O)N1	1	-13	3	11	-5	-7	4	-2
O=C(c1ccc2c(c1)ncn2C1CCCCCC1)N1CCC2(CC1)OCCO2	-14	-3	16	-4	0	-14	6	24
CC(C)(O)[C@@H]1[C@H]2OC(=O)[C@@H]1[C@]1(O)C[C@H]3O[C@]34C(=O)O[C@H]2[C@]14C (tested in a mixture with another compound)	/	3	2	/	8	5	-4	2
OC(CNCCc1c[nH]c2ccccc12)c1ccccc1 (configuration not stated)	-8	-5	6	5	5	5	9	10
CCCCn1c(O)c(C=NC2CCCCC2N)c(=O)[nH]c1=O (configuration not stated)	-1	-1	12	/	-2	-9	1	-14
CN1CCN(c2cc(N3CCCCCC3)c(F)cc2[N+](=O)[O-])CC1	-3	-3	0	11	-79	-16	18	1
COc1cc(CN2CCN(C(=O)COc3ccccc3)CC2)cc(OC)c1OC	2	0	13	-15	3	7	-15	-2
CCOC(=O)c1c(/N=C/c2c(O)n(-c3ccc(F)cc3)c(=S)[nH]c2=O)sc2c1CCCC2	-2	7	9	-11	-8	2	-7	25
N#CC1=C(N)Oc2c(c(=O)oc3ccccc23)C1c1cccnc1 (configuration not stated)	2	-4	16	-5	8	0	-3	-11
CCC(=O)N1N=C2C3CCN(CC3)C2C1c1ccc(C)cc1 (configuration not stated)	1	-1	-4	5	3	9	-5	1
Cc1c(C(=O)O)cccc1-n1c(C)cc(/C=C2\C(=O)NC(=O)N(c3ccc4c(c3)OCO4)C2=O)c1C	-4	-3	-2	-4	-5	-5	0	0
C=CCN1C(=O)CSc2ccc(C(=O)N3CCC4(CC3)OCCO4)cc21	-10	7	12	2	6	-2	-17	-8
COc1cc2c(cc1OC)C(C(=O)NC(C)C)C1CCCCN1C2=O (configuration not stated)	-3	9	19	2	-11	-1	4	-12
O=C1NC(=O)N(c2ccccc2)C(=O)/C1=C\C=C\c1ccccc1	2	1	-96	10	-20	2	-3	17
CCC(=O)OC(Cc1ccccc1)(c1ccccc1)[C@H](C)CN(C)C (some centres not stated)	1	3	17	-13	4	2	-3	8
O=Cc1cn(CCCOc2ccccc2)c2ccccc12	-6	-9	-97	-10	-1	-7	20	-19
Cc1ccc(N2C(=O)NC(=O)C(CCc3ccccn3)(Cc3cccc(Cl)c3Cl)C2=O)cc1 (configuration not stated)	-8	-4	-2	-10	0	-3	4	1
COCCO[C@H]1CCC2C3CC=C4C[C@@H](O)CC[C@]4(C)C3CC[C@@]21C (some centres not stated)	-12	5	-4	9	14	-7	12	9
